Screening data as filed in PubChem.
VEEV TC-83 Vero – inhibitors of VEEV TC-83 cytopathic effect, confirmation, Vero cells (AID 588727); 350,000 tested, 0.13% active; inhibition, % at 20 µM; hits with a dose series show IC50 in µM; Vero cells, VEEV TC-83 cytopathic effect inhibition; higher % means a stronger effect; in the data active = a potency from the dose series; inconclusive = inhibition mostly from about 14% at the one dose, without a potency; inactive = the rest, 99 in 100 with inhibition below about 12%; also: strong numbers were not always called active
influenza NS1A – NS1A inhibition, H1N1 influenza, cell based functional assay (AID 504329) | NS1A functional cell-based assay, percent inhibition; higher % means a stronger effect | one-dose inhibition, % at 12.5 µM; IC50 in µM for titrated hits | 340,000 tested, 0.3% active; in the data active = a potency from the dose series; inconclusive = inhibition above about 27% without an active follow-up result; also: strong numbers were not always called active
M. tuberculosis HTS – M. tuberculosis growth inhibition, HTS (AID 449762); M. tuberculosis H37Rv growth inhibition, 7H9 media; higher % means a stronger effect; one-dose inhibition, % at 25 µM; IC50 in µM for titrated hits; 330,000 tested, 0.59% active; in the data active = a potency from the dose series; inconclusive = inhibition above about 70% without an active follow-up result;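 also: bacterial growth assessed after seven days of incubation; strong numbers were not always called active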
PhoP GFP inhibition – PhoP regulon inhibitors, Salmonella typhi PhoP promoter GFP reporter, confirmatory (AID 1850); 310,000 tested, 0.33% active; Salmonella Typhi PhoP-promoter GFP reporter, fluorescence, 4 h; higher % means a stronger effect; one-dose inhibition, % at 50 µM; IC50 in µM for titrated hits; in the data active = a potency from the dose series; inconclusive = inhibition mostly from about 25% at the one dose, without a potency; inactive = the rest, 99 in 100 with inhibition below about 19%;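 also: 0% = induced wells with vehicle and 100% = uninduced wells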
tuberculosis growth – growth inhibition of non-replicating M. tuberculosis (AID 488890) | Mycobacterium tuberculosis non-replicating, growth inhibition; higher % means a stronger effect | inhibition, % at 25 µM; hits with a dose series show IC50 in µM | 320,000 tested, 0.39% active; in the data active = a potency from the dose series; inconclusive = inhibition mostly from about 82% at the one dose, without a potency; inactive = the rest, 99 in 100 with inhibition below about 76%;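 also: plate controls were DMSO cells for no effect and high antibiotic wells for full effect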
VEEV TC-83 Vero 10K pilot screen – second read-out of VEEV TC-83 Vero, no call of its own (marks repeat the call); inhibition, %; measured here: 10K pilot screen inhibition
* = called active by the depositor; i = inactive; ? = inconclusive; . = not tested or not shown.

SMILES | VEEV TC-83 Vero | influenza NS1A | M. tuberculosis HTS | PhoP GFP inhibition | tuberculosis growth | others
COc1ccc(CCNC(=O)c2noc(C)c2[N+](=O)[O-])cc1OC | 0.7% | -7% | 6% | -7% | 26%
CCN(CCC(=O)O)c1ccccc1 | 0.4% | 0% | 15% | -31% | -5%
CC(C)(C)c1cc(/C=N/NC(=O)C[n+]2ccccc2)cc(C(C)(C)C)c1O | 0.2% | -19% | 1% | 9% | -7%
CCC(C)N(C(=O)CSc1ccc(NC(C)=O)cc1)C1CCS(=O)(=O)C1 (stereo not given) | 1.3% | 1% | -3% | -8% | 2%
CC1([N+](=O)[O-])COP(=O)(NC2CCCC2)OC1 (stereo not given) | i | -8% | . | . | .
CC(=O)c1cc(O)c2ccccc2c1O | 4.4% | 22% | 1% | 111µM* | -4%
O=C(CCCl)Nc1nnc(SCC(=O)NC2CCCC2)s1 | 1.1% | 4% | -10% | 10% | ?
CCC(=O)Nc1c(-c2ccccc2)c(=O)c2ccccc2n1C | i | -19% | -1% | -1% | 2%
COc1ccc(-n2c(=S)[nH]c3ccccc32)cc1 | 6.0% | 2% | -2% | -11% | 5%
COc1ccc(C(=O)OC(C)C(=O)NC(C)CCc2ccccc2)cc1OC (stereo not given) | 0.3% | -4% | 1% | -6% | -15%
CCc1ccccc1OCC(=O)NNCC(=O)Nc1cccc(C#N)c1 | 3.0% | -8% | -17% | . | 73%
O=C(CSc1nc(=O)n2ccccc2n1)N1CCC(Cc2ccccc2)CC1 | 7.2% | -4% | 18% | 5% | 42%
N#C/C(C(=O)N1CCOCC1)=C1/SC(Cc2ccccc2)C(=O)N1c1ccccc1 (stereo not given) | 0.4% | -4% | -2% | -9% | 2%
CN1C2C=C3C(C#N)=C(N)C(C#N)(C#N)[C@H](c4c(F)cccc4F)[C@H]3C1CC2 (stereo not given in full) | 7.3% | -3% | -6% | -5% | 20%
O=C1CSC(c2ccccc2F)N1c1cc(Cl)ccc1O (stereo not given) | 5.0% | -7% | -2% | -13% | 7%
CCN(CC)c1ccc(NC(=O)c2cccc(C)c2)cc1S(=O)(=O)Nc1ccccc1OC | 7.5% | 0% | 13% | -4% | 50%
CC(C)C[C@@H](CN)NC(=O)c1nc[nH]c1C(=O)N[C@@H](Cc1c[nH]c2ccccc12)C(=O)CNC[C@H](C)NC(=O)c1nc[nH]c1C(=O)N[C@@H](CC(=O)O)C(=O)O | i | -10% | . | . | .
C[C@H](O)[C@@H]1C(=O)N2CCc3ccc(-c4cccc(F)c4)cc3[C@@H]2C[C@@H]1N(C)S(=O)(=O)c1ccccc1 | 3.3% | -3% | . | . | .
c1ccc(NC2=NCCN2CCCC2CCCCC2)cc1 | i | 6% | 1% | 0% | 5% | VEEV TC-83 Vero 10K pilot screen=0.0
O=C(Cc1ccc(Cl)cc1)NNC(=S)NC(=O)c1cccnc1 | 1.5% | 4% | 1% | -3% | -27%
O=C1C=CC(=O)C(C2=C3C(=O)N(CCc4ccccc4)CC(=O)N3CCC2)=C1 | . | . | -7% | 21% | 57%
COc1ccccc1Nc1ccc(N)cc1 | 0.2% | 11% | -5% | -1% | 59%
C=CCn1c(SCC(=O)Nc2sc(C)c(C)c2C(=O)OCC)nnc1-c1sc(N)nc1C | 8.5% | -8% | -2% | 4% | 39%
O=C1C2(c3ccccc3)CN(CCO)CC1(c1ccccc1)CN(CCO)C2 | 0.1% | -15% | -8% | -5% | -14%
CCOc1ccc(OCC)c(NC(=O)C2CCN(S(=O)(=O)c3ccc4c(c3)CC(C)N4C(C)=O)CC2)c1 (stereo not given) | 1.8% | 2% | 10% | -29% | 18%

Remaining list, next part.
SMILES | VEEV TC-83 Vero | influenza NS1A | M. tuberculosis HTS | PhoP GFP inhibition | tuberculosis growth | others
Cc1cccc(N(C)S(=O)(=O)c2ccc(-c3cnc(C4CC4)o3)cc2)c1 | 6.9% | -4% | 11% | 7% | 56%
CCN(CC(=O)Nc1ccc(NC(C)=O)cc1)C(=O)c1sc2nc3n(c(=O)c2c1C)CCC3 | 3.0% | -5% | -10% | . | -3%
COC(=O)[C@H](CC(C)C)NCc1cccc(CN[C@@H](CC(C)C)C(=O)OC)c1 | i | 8% | 3% | 0% | 6%
Cc1cc(CNC(=O)c2ccc3oc(C(C)C)nc3c2)nn1C | 1.4% | 4% | 1% | 1% | -4%
O=C(Cc1ccccc1)NC(NC(=S)Nc1cc(Cl)ccc1Cl)C(Cl)(Cl)Cl (stereo not given) | 2.7% | -5% | . | -11% | -6%
COC(=O)c1c(C)[nH]c(C(=O)COC(=O)CCNS(=O)(=O)c2cccc(C(F)(F)F)c2)c1C | i | 2% | 8% | . | 11%
CC1CCC(C(C)C)C(OC(=O)COC(=O)c2ccc(=O)[nH]c2)C1 (stereo not given) | 0.8% | 23% | -2% | 2% | 9%
Cc1c(NC(=O)C(C)OC(=O)CNC(=O)c2ccccc2)c(=O)n(-c2ccccc2)n1C (stereo not given) | i | -22% | -3% | -7% | -3%
Cc1ccc(SCc2nc(N)nc(Nc3ccccc3C)n2)cc1C | 4.8% | 9% | ? | -7% | 56%
COc1cccc(N2C(=O)C3CCCN3C2c2ccc(N(C)C)cc2)c1 (stereo not given) | 0.2% | -6% | -2% | -8% | 6%
Cn1c(=O)c2ncn(CC(=O)NC3CCCCCC3)c2n(C)c1=O | 0.4% | 3% | 2% | -9% | -14%
CC(C)(C)c1cc(NCc2ccccn2)n2ncc(-c3ccccc3)c2n1 | 3.5% | -2% | ? | 7% | ?
N#CC1=C(N)Oc2n[nH]c(-c3ccccc3)c2C1c1cccnc1 (stereo not given) | 4.7% | 2% | 0% | -5% | 10%
Cc1ccc(NC(=O)O/N=C/c2ccc(F)cc2)cc1 | 1.4% | -3% | -2% | 2% | 5%
CC1(C)C(CC2OCC(CN3CCCCC3)O2)[C@H]2CC[C@@H]1C2 (stereo not given in full) | i | -4% | -13% | 5% | 5%
Clc1ccc(C(c2ccc(Cl)cc2)n2cc[n+](CC(OCc3ccc(Cl)cc3Cl)c3ccc(Cl)cc3Cl)c2)cc1 (stereo not given) | i | 21% | ? | 11µM* | ?
CCC(CC)c1nnc(NC(=O)c2nn(C)c(=O)c3ccccc23)s1 | 6.8% | 1% | 0% | 4% | 30%
Cc1ccccc1SCC(=O)OCC(=O)Nc1sccc1C(N)=O | 2.0% | -7% | 2% | -3% | 18%
Cc1csc(NC(=O)CSc2nc(C)nc3c2c(=O)n(C)c(=O)n3C)n1 | 6.3% | 5% | 3% | -8% | -18%
N#Cc1ccc(C(=O)NCC(c2ccco2)N2CCCC2)cc1 (stereo not given) | 0.4% | 7% | -9% | -1% | 3%
COc1ccc(CN2C(=O)CC(Cc3cc(C)cc(C)c3)C2=O)cc1OC (stereo not given) | 0.5% | -5% | -6% | 5% | 12%
CCn1ncc(Br)c1C(=O)NC(C)c1ccccc1 (stereo not given) | 2.0% | -5% | -5% | -5% | 23%
COc1ccc(CCN(Cc2ccccn2)C(=S)Nc2cccc(C)c2)cc1OC | i | -7% | 6% | 7% | 40%
CC(=O)Nc1ccc(S(=O)(=O)NCCSCc2ccc(Cl)cc2Cl)cc1 | i | -1% | 2% | -6% | -6%
Cc1ccc(C(=O)CCC(=O)NC2CCCC(C)C2C)cc1 (stereo not given) | 0.9% | -9% | -7% | -11% | -5%

Nothing new here: an excerpt of the list.
SMILES | VEEV TC-83 Vero | influenza NS1A | M. tuberculosis HTS | PhoP GFP inhibition | tuberculosis growth | others
Cc1c(NC(=O)C(C)OC(=O)CNC(=O)c2ccccc2)c(=O)n(-c2ccccc2)n1C (stereo not given) | i | -22% | -3% | -7% | -3%
Cc1ccc(SCc2nc(N)nc(Nc3ccccc3C)n2)cc1C | 4.8% | 9% | ? | -7% | 56%
COc1cccc(N2C(=O)C3CCCN3C2c2ccc(N(C)C)cc2)c1 (stereo not given) | 0.2% | -6% | -2% | -8% | 6%

The listing continues.
SMILES | VEEV TC-83 Vero | influenza NS1A | M. tuberculosis HTS | PhoP GFP inhibition | tuberculosis growth | others
COC(=O)c1[nH]c2c(c1C)C(=O)CC(c1ccc(OC)c(OC)c1)C2 (stereo not given) | 0.6% | -2% | -2% | -8% | 7%
COc1ccc(C(=O)OCC(=O)Nc2sccc2C(N)=O)cc1OC | 1.5% | 6% | -7% | -11% | -9%
CCCCCOC(=O)C1=C(C)N(C)C(=O)NC1c1cc(Br)c(O)c(OC)c1 (stereo not given) | 7.0% | 0% | -9% | -10% | 4%
CCOC1(c2ccccc2)CC1C(=O)N/N=C/c1cccc([N+](=O)[O-])c1 (stereo not given) | 6.9% | -2% | 3% | 0% | 11%
CCn1nnc(NC(=O)Cc2ccc(Cl)cc2)n1 | 2.0% | -3% | 6% | 1% | 11%
COC(=O)c1c(NC(C)=O)sc(Cc2ccccc2)c1C | 0.4% | 2% | 6% | 7% | 1%
O=C(Nc1nc2ccc([N+](=O)[O-])cc2s1)c1ccc(S(=O)(=O)N2CCCc3ccccc32)cc1 | ? | -10% | 8% | 1% | -12%
COc1ccc(S(=O)(=O)N2CCCCC2)cc1NC(=O)c1ccco1 | 0.9% | -10% | 2% | -2% | 10%
CSc1ncc(CN2CCCC(C(=O)Nc3ccc(-c4ccco4)cc3)C2)cn1 (stereo not given) | 1.9% | 4% | -1% | -4% | -1%
COc1ccc2oc(C(=O)NN3C(C)CCCC3C)c(C)c2c1 (stereo not given) | i | -2% | -1% | 0% | 8%
CC(=O)c1ccc(N2CCN(C(=S)NCc3ccco3)CC2)cc1 | 1.3% | -6% | -9% | 7% | 68%
COc1ccc(-c2nn(-c3ccccc3)cc2C(=O)N(C)CC(=O)Nc2ccccc2Br)cc1 | 11% | 4% | . | . | .
COc1ccc(NS(=O)(=O)c2ccc3c(c2)N(C(C)=O)CCO3)cc1 | 1.2% | 0% | -4% | -3% | -11%
Cc1cc(C(F)(F)F)nc(SCC(=O)Nc2cc(C)on2)n1 | 0.7% | -2% | 5% | 0% | 4%
Cc1cc(Cl)nc(Cl)c1C(=O)N1CCOCC1 | i | -3% | 11% | -22% | 2%
COc1cc(C(=O)NC(C)CCc2ccccc2)cc(OC)c1OC (stereo not given) | 0.7% | -1% | -6% | 8% | -16%
CCN(C(=O)COc1ccc(C)nc1[N+](=O)[O-])C1CCS(=O)(=O)C1 (stereo not given) | 0.4% | -1% | 3% | -14% | 0%
CCOc1cc(S(=O)(=O)N2CCN=C2Cc2ccccc2)ccc1F | 5.6% | 2% | -2% | -6% | -5%
CC(NC(=O)CNC(=O)c1cccs1)c1cccc(C(F)(F)F)c1 (stereo not given) | 1.4% | -1% | -3% | . | 12%
Cc1ccc(S(=O)(=O)Nc2cc(C)cn(Cc3ccccc3)c2=O)cc1 | 2.4% | -14% | -3% | -2% | 64%
O=C(NNC1CC(=O)N(c2ccc(Br)cc2)C1=O)c1ccccn1 (stereo not given) | 0.9% | -8% | 5.9µM* | -13% | 32%

Of the compounds above, these contain a Cl atom.
SMILES | VEEV TC-83 Vero | influenza NS1A | M. tuberculosis HTS | PhoP GFP inhibition | tuberculosis growth | others
O=C(CCCl)Nc1nnc(SCC(=O)NC2CCCC2)s1 | 1.1% | 4% | -10% | 10% | ?
O=C1CSC(c2ccccc2F)N1c1cc(Cl)ccc1O (stereo not given) | 5.0% | -7% | -2% | -13% | 7%
O=C(Cc1ccc(Cl)cc1)NNC(=S)NC(=O)c1cccnc1 | 1.5% | 4% | 1% | -3% | -27%
O=C(Cc1ccccc1)NC(NC(=S)Nc1cc(Cl)ccc1Cl)C(Cl)(Cl)Cl (stereo not given) | 2.7% | -5% | . | -11% | -6%
Clc1ccc(C(c2ccc(Cl)cc2)n2cc[n+](CC(OCc3ccc(Cl)cc3Cl)c3ccc(Cl)cc3Cl)c2)cc1 (stereo not given) | i | 21% | ? | 11µM* | ?
CC(=O)Nc1ccc(S(=O)(=O)NCCSCc2ccc(Cl)cc2Cl)cc1 | i | -1% | 2% | -6% | -6%
CCn1nnc(NC(=O)Cc2ccc(Cl)cc2)n1 | 2.0% | -3% | 6% | 1% | 11%
Cc1cc(Cl)nc(Cl)c1C(=O)N1CCOCC1 | i | -3% | 11% | -22% | 2%
